Screening data: PubChem, National Center for Advancing Translational Sciences (NCATS)
Pf Dd2 growth: Plasmodium falciparum Dd2 growth inhibition; Potency, µM (highest dose often 28.9 µM), inactives show top-dose activity, negative = inhibition, most hits filed as inhibitors; hit rate 4.3% among 120,000; P. falciparum Dd2 growth, SYBR Green, 72 h; active means well fitted inhibition curve with a large enough effect; inconclusive means small, poorly fitted or top-dose-only effect; inactive means no such curve, though single readings can be large or run the other way;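 further: plate controls were DMSO vehicle for no effect and reference drug for full effect; nearly all actives have a fitted effect of over 65% in size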
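Readout: SYBR Green fluorescence, 485 nm excitation, 535 nm emission, after ~16 h lysis at 37C. Before that, Dd2-infected red cells (2.5% hematocrit) grew 72 h with compound, 29 uM top final concentration.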
Starred values were filed as active, the others as inactive; i = inactive; ? = inconclusive; [ ] = remark or other dose. Potency means the concentration at half of the fitted maximal effect. The list is partial. The share of hits here may be higher or lower than overall.

SMILES | Pf Dd2 growth
Cc1ccc(S(=O)(=O)NC[C@H]2O[C@@H](CO)[C@@H](O)[C@H]2N2CCN(c3ncccn3)CC2)cc1 | 14%
COc1ccc2nc(NC(=O)c3nc(SCc4cccc(C)c4)ncc3Cl)sc2c1 | 37%[activator]
Cc1cc(S(=O)(=O)N2CCCC2c2noc(COc3ccc(F)cc3)n2)ccc1F (configuration not stated) | ?
CC(C)(C)n1nnnc1C1CC2(CCOCC2)C(=O)N1CCc1nc2ccccc2[nH]1 (configuration not stated) | i
O=C(NCc1ccccc1F)c1ccc2c(c1)CN(Cc1ccsc1)CCO2 | i
O=C(c1ccc2c(c1)OC(F)(F)O2)N1CCC(C(=O)O)(c2ccccc2)CC1 | -2%
CC1(CCCCc2ccccc2)COc2ccc(C(=O)NC3CCC(O)CC3)cc2N1 (configuration not stated) | ?
O=C(NCc1ccccc1Cl)C(=O)NCC(c1ccco1)S(=O)(=O)c1cccs1 (configuration not stated) | i
CN(Cc1nc(-c2cccnc2)no1)C(=O)CC1COCCN1 (configuration not stated) | 24%
Cc1cc(C)n(CCC(=O)N2[C@H]3CC[C@@H]2c2cnc(-c4ccccc4)nc2C3)n1 | i
CCc1cccc(NC(=O)c2ccc3c(c2)N(C)C2CCCN2C3=O)c1 (configuration not stated) | -7%
CN1C(=O)CO[C@H](c2ccc(NC(=O)C(C)(C)C)cc2)[C@H]1CO | 2%[44.1 µM]
Oc1ccccc1CN1CCOC[C@H]1c1ncc(-c2ccc(F)cc2)[nH]1 | -13%[44.1 µM]
CCc1noc(-c2cn(C3CCCN(C(=O)COc4ccc(F)cc4)C3)nn2)n1 (configuration not stated) | ?
COCCCN1C(=O)CC(CC(=O)N2CCC(C(O)c3ccccc3)CC2)(c2ccccc2C)C1=O (configuration not stated) | -11%
O=S(=O)(c1ccccc1)N1CCCC(Cn2c(C3CC3)nc3cccnc32)C1 (configuration not stated) | i
Cc1cc(C)n(-c2nnc(Nc3cc(Cl)ccc3C)c3ccccc23)n1 | 61%[activator]
C[S+](=O)([O-])N1CC2(CCN(Cc3cccc(C(N)=O)c3)C2)Cc2ccccc21 (configuration not stated) | -19%
O=C1CCN(Cc2ccc(F)cc2F)CCCC(c2nc(-c3cnccn3)no2)CCN1 (configuration not stated) | ?
O=c1c2nc(-c3cccc(O)c3)ccc2ncn1-c1ccccc1 | ?
O=C(CCCc1ccccc1)Nc1ccnn1C1CCN(C(=O)CCN2CCCC2=O)CC1 | i
COc1cc(Cl)ccc1C(=O)N1CC2CC(C1)[C@H]1CCCC(=O)N1C2 (some centres not stated) | -14%
O=C(c1ccc(C(F)(F)F)cc1)N1CCn2c(nnc2-c2ccc(Cl)cc2)C1 | -1%
Clc1ccc(-c2cnc([C@@H]3COCCN3C3CCCCC3)[nH]2)s1 | ?
Cc1cc(Cl)ccc1S(=O)(=O)N1C[C@@H](F)C[C@H]1C(=O)N1CCCCC1 | -3%
CCN(C(=O)c1sc2nc3n(c(=O)c2c1C)CCCCC3)c1ccc(OC)cc1 | -8%
Cc1ncsc1CN1CC[C@@H]2C(=O)NCCCCCCN(Cc3ccncc3)[C@@H]2C1 | ?
COc1cccc(Cn2c(=O)c3ccnn3c3ccc(C(=O)NCCCN(C)C)cc32)c1 | ?
CCOC(=O)C1=C(C)N=C2SC=C(CC(=O)NC3CC3)N2C1c1cccc(OC)c1OC (configuration not stated) | -2%
COc1ccc2ncc3c(-c4ccc(C)c(C)c4)nn(CC(=O)NC4CCCCC4)c3c2c1 | ?
Fc1ccc2nc(C3CCN(Cc4nc(COc5ccccc5)no4)CC3)[nH]c2c1 | -17%
COc1ccc(Cl)cc1S(=O)(=O)Nc1ccc2c(c1)n(C)c(=O)n2C | -13%
Nc1ccc2ncnc(N3CCCC3)c2c1 | -10%
COCCC(=O)N1CCC(C2CCN(S(C)(=O)=O)CC2)C1 (configuration not stated) | 26%
COc1cccc(COC2CN(C(=O)CCc3cccs3)CC(=O)N(Cc3ccccn3)C2)c1 (configuration not stated) | -12%
COc1ccc(OCC(=O)Nc2ncc(-c3ccc(OC)nc3)c3c2OCC3)cc1 | -24%[44.1 µM]
Cc1cc(C(=O)N2C[C@@H](C)[C@H](c3nc(-c4ccccc4)no3)C2)n[nH]1 | -4%
COC(=O)c1c(NC(C)=O)c2c3c(sc2n1Cc1cc(C)ccc1C)CCCC3 | -5%
COc1cccc(CC(=O)N2CCC(n3cc(-c4nc(-c5ccccc5)no4)nn3)CC2)c1 | 165%[activator]
Cc1ccc(NC(=O)Cn2nc3n(c2=O)CCCCC3)cc1Cl | 7%
CN1C(C(=O)c2ccccc2)=C(NC(=O)c2ccc(F)cc2)c2ccccc2S1(=O)=O | -7%
O=C(N[C@H]1C[C@@H]2OCC[C@H]12)c1cccnc1SCCc1ccccc1 | 0%
O=C(O)c1ccc(CN2CCC[C@H]2c2nc(-c3ccc(-c4cncnc4)nc3)no2)cc1 | 4%[44.1 µM]
COc1ccc(CNC(=O)c2ccc(Cn3c(=O)c4cccn4c4cccnc43)cc2)c(OC)c1 | 13%
O=C(Cn1cc(C(=O)c2ccccc2)c2ccccc21)Nc1ccc(Br)cc1 | ?
CC(C)Nc1ccc(-c2nc(-c3ccncc3)no2)cc1[N+](=O)[O-] | i
COc1cc(NC2=N[C@H]3[C@@H](O)[C@H](O)C[C@H](C(=O)N(C)Cc4ccccc4)[C@H]3S2)cc(OC)c1 | -17%
CC1=C[C@@H](CNC(=O)C2CC2)[C@H](C(C)C)C[C@H]1CC(=O)Nc1ccccn1 | ?
Cc1cccc(-c2noc(-c3ccc(NCc4cccnc4)c([N+](=O)[O-])c3)n2)c1 | -8%
COc1cc(OC)cc(C(=O)N2CC(c3noc(-c4ccccc4)n3)C2)c1 | ?
COCC(=O)N[C@@H]1CN(Cc2c(F)cccc2Cl)C[C@H]1CO | -20%
CC1=C(C(=O)Nc2ccccc2C)C(c2cccnc2)n2nc(SCc3ccccc3)nc2N1 (configuration not stated) | 23%
COCC(=O)NC1CCC12CCN(C(=O)Nc1ccccc1F)CC2 (configuration not stated) | -18%
COc1ccc(CCNC(=O)CCCn2c(=O)c3ccccc3n(CC(=O)Nc3ccccc3C)c2=O)cc1OC | i
CCCC(=O)N1CCC2(CC1)NCCc1c2[nH]c2ccc(OC)cc12 | -8%
CC(C)NC(=O)N1CCC(c2nc(C3CCOCC3)no2)CC1 | -1%
CCN1C(=O)c2ccccc2S(=O)c2ccc(C(=O)NCc3ccc(F)cc3)cc21 (configuration not stated) | ?
COCCn1c2c(c(=O)n1-c1ccccc1)CCN(C(=O)c1cccc(C#N)c1)C2 | 40%[activator][44.1 µM]
O=C(NCc1ccc(Cl)nc1)c1cc2cccnn2n1 | -19%[44.1 µM]
CC(C)c1ccc(-n2cc(CN3CCCC(O)(CN(C)C)C3)cn2)cc1 (configuration not stated) | 6.3µM*

Pulled by compound from the entries so far, 2 records:
SMILES | Pf Dd2 growth
C[S+](=O)([O-])N1CC2(CCN(Cc3cccc(C(N)=O)c3)C2)Cc2ccccc21 (configuration not stated) | -19%
CC1=C(C(=O)Nc2ccccc2C)C(c2cccnc2)n2nc(SCc3ccccc3)nc2N1 (configuration not stated) | 23%

Single values from the results shown.
Pf Dd2 growth result of CC(C)c1ccc(-n2cc(CN3CCCC(O)(CN(C)C)C3)cn2)cc1 (configuration not stated) = 6.3µM*
Pf Dd2 growth result of COCCn1c2c(c(=O)n1-c1ccccc1)CCN(C(=O)c1cccc(C#N)c1)C2 = 40%[activator][44.1 µM]
Pf Dd2 growth result of COCC(=O)NC1CCC12CCN(C(=O)Nc1ccccc1F)CC2 (configuration not stated) = -18%
Pf Dd2 growth result of CC1=C(C(=O)Nc2ccccc2C)C(c2cccnc2)n2nc(SCc3ccccc3)nc2N1 (configuration not stated) = 23%
Pf Dd2 growth result of CCCC(=O)N1CCC2(CC1)NCCc1c2[nH]c2ccc(OC)cc12 = -8%

The listing continues.
SMILES | Pf Dd2 growth
COc1ccc(Nc2nc3ccccc3nc2NS(=O)(=O)c2ccc(Cl)cc2)cc1OC | ?
CCCc1nc(NCc2ccc(-c3noc(C)n3)cc2)c2cnn(C)c2n1 | -26%
COc1cccc(C(=O)N2C(C(=O)NCC(C)C)COC23CCN(C(=O)c2cccc(F)c2)CC3)c1 (configuration not stated) | i
O=C(c1cccc(O)c1)N1CCc2c(n(Cc3cccnc3)n(-c3ccccc3)c2=O)C1 | 8%[44.1 µM]
CCCNC(=O)c1coc(COc2ccc3c(c2)C(c2cccc(C)c2)N(C(=O)C2CC2)CC3)n1 (configuration not stated) | ?
Cc1cnc(C2CC2)n1C1CCCN(C(=O)C2CC2)C1 (configuration not stated) | i
CCOc1ccc(NC(=O)CCc2c(C)nc3cc(-c4ccc(Cl)cc4)nn3c2C)cc1 | ?
CCOC(=O)c1c(NC(=O)/C=C/c2ccc(OCC)cc2)sc2c1CCCC2 | 20%
CCOC(=O)Cn1cnc2onc(-c3ccc(F)cc3)c2c1=O | 14%
COCCn1c(C)nnc1-c1cc(-c2ccnc(OC)c2)ccn1 | i
CCOc1ccc(C(=O)Nc2ccc(-c3nc4ccccc4s3)c(C)c2)cc1OCC | i
O=C(CN1CC2CC(C1)[C@H]1CCCC(=O)N1C2)N1CCCC1 (some centres not stated) | 1%
COc1ccc(C(=O)N2CCC(N3CC4CC(C3)[C@H]3CCCC(=O)N3C4)CC2)c(OC)c1 (some centres not stated) | 0%
CCCNC(=O)N(C1CCOCC1)C1CCN(C(=O)Cc2c(F)cccc2Cl)CC1 | -18%
CCCn1ccc2oc(C)c(C(=O)N3CCN(c4ccc(F)cc4)CC3)c2c1=O | -13%
Cc1nc(C)c(C(=O)N2CCCN(C(=O)C3CC3)C(c3ccccc3)CC(=O)NCC2)s1 (configuration not stated) | -19%
COc1ccccc1CNC(=O)C1CCN(c2nc3ccc(C)cc3[nH]2)CC1 | i
Cc1nn2c(-c3cccc(NC(=O)c4ccccc4)c3)nnc2c2ccccc12 | ?
Cn1c(=O)c2c(-c3cccc(Br)c3)n(CCO)cc2n(C)c1=O | i
Cc1nc2n(c1C(=O)NCCc1ccccc1)CCC(Nc1cccnc1)C2 (configuration not stated) | i
CCCSc1nc2c(c(=O)[nH]1)C(c1ccc(O)c(OCC)c1)CC(=O)N2 (configuration not stated) | 37%[activator][0.594 µM]
CN(C)c1ccc(CNc2nc(-c3ccco3)nn2S(=O)(=O)c2ccc3ccccc3c2)cc1 | -12%
Cc1ccc(S(=O)(=O)N2CCCc3cc(NC(=O)c4ccc(Cl)cc4)ccc32)cc1 | i
CN(C)S(=O)(=O)N(CC(=O)NCCSCc1c(F)cccc1Cl)c1ccccc1 | 14%
CCc1nnc([C@@H]2CC(F)(F)CN2C(=O)Cn2cccn2)o1 | 28%
O=C(O)CCc1conc1-c1ccc(F)cc1 | i
COCC(=O)N1CCC2(CC1)NCCc1c2[nH]c2ccccc12 | 8%
O=C1CO[C@H]2CN(CC3CC3)C[C@H]2N1Cc1ccccn1 | -4%[44.1 µM]
COc1ccc([C@H]2C[C@@H](O)[C@@H](O)[C@@H]2NC(=O)c2cc(C)oc2C(F)(F)F)cc1 | ?
O=C(Nc1ccccc1F)c1ccc(-c2ccccc2)s1 | ?

Sorted by heavy-atom count (low to high): five of the compounds above.
SMILES | Pf Dd2 growth
O=C(Nc1ccccc1F)c1ccc(-c2ccccc2)s1 | ?
Cc1nc2n(c1C(=O)NCCc1ccccc1)CCC(Nc1cccnc1)C2 (configuration not stated) | i
Cc1nn2c(-c3cccc(NC(=O)c4ccccc4)c3)nnc2c2ccccc12 | ?
Cc1ccc(S(=O)(=O)N2CCCc3cc(NC(=O)c4ccc(Cl)cc4)ccc32)cc1 | i
CN(C)c1ccc(CNc2nc(-c3ccco3)nn2S(=O)(=O)c2ccc3ccccc3c2)cc1 | -12%

(more compounds)
SMILES | Pf Dd2 growth
CCOc1ccc2c(n1)CCN(C(=O)c1cnccn1)C2 | 28%
Cc1ccc(NC(=O)Cn2nc(C(F)(F)F)c3c2CCCC3)cc1 | 4%
Cc1ccc(C2Cn3nnc(C(=O)N4CCC(C(=O)NC5CC5)CC4)c3CO2)cc1 (configuration not stated) | i
COc1ccc(-c2nc(CNS(=O)(=O)c3ccc(Br)cc3)cs2)cc1 | 35%[activator]
COc1ccc(F)c(CN2CCCC(O)(CN3CCC(C(C)C)CC3)C2=O)c1 (configuration not stated) | -10%
COCCN1C(=O)c2ccccc2C(C(=O)Nc2nnc(C)s2)C12CCCCC2 (configuration not stated) | -16%
COc1ccc(-c2ccc3nnc(CNC(=O)COc4cccc(C)c4)n3n2)cc1 | -6%
COc1ccc(CCn2c(=O)c3cccnc3n(CC(=O)Nc3ccc(C)c(F)c3)c2=O)cc1OC | ?
CCn1cc(C(=O)NCc2ccc(C)cc2)c(=O)c2cc(S(=O)(=O)N(C)C3CCCCC3)ccc21 | ?
Cc1sc2c(c1C)c(=O)n(Cc1ccccc1)c(=O)n2CC(=O)Nc1cccc(Cl)c1 | ?
CCOC(=O)c1ccc(-n2c(-c3ccc(C)cc3)c(C)n3c4c(=O)n(C)c(=O)n(C)c4nc23)cc1 | 12%
CC(C)CC(=O)N1CCCCCC1c1nnc(-c2ccccc2)o1 (configuration not stated) | -15%
Cc1ccc(NC(=O)CCn2ccn3nc4c(c3c2=O)CCCC4)c(C)c1 | i
NC(=O)C1CCN(C(=O)[C@H]2C[C@@H](O)[C@H](O)[C@@H]3N=C(Nc4ccc(F)cc4)S[C@@H]32)CC1 | 25%
Cc1cnc(C)c(-c2cc(O)c3c(c2)CN(CC2CNC(=O)O2)CCO3)n1 (configuration not stated) | -5%
CCn1cc(S(=O)(=O)c2ccc(OC)cc2)c(=O)c2cc(F)c(N3CCCCCC3)cc21 | -24%
CCCN1CCCCC12Cc1ccccc1CN(C(=O)C1CCN(C)CC1)C2 (configuration not stated) | ?
COc1ccc(C2(c3nc(C4CCOC4)no3)CCCC2)cc1OC (configuration not stated) | ?
